M. tuberculosis: growth inhibition of non-replicating M. tuberculosis (AID 488890); Mycobacterium tuberculosis non-replicating, growth inhibition; higher % means a stronger effect; inhibition, % at 25 µM; hits with a dose series show IC50 in µM; 320,000 tested, 0.39% active; in the data active means a potency from the dose series; inconclusive means inhibition mostly from about 82% at the one dose, without a potency; inactive means the rest, 99 in 100 with inhibition below about 76%;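 further: plate controls were DMSO cells for no effect and high antibiotic wells for full effect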
M. tuberculosis HTS: M. tuberculosis growth inhibition, HTS (AID 449762); one-dose inhibition, % at 25 µM; IC50 in µM for titrated hits; 330,000 tested, 0.59% active; M. tuberculosis H37Rv growth inhibition, 7H9 media; higher % means a stronger effect; in the data active means a potency from the dose series; inconclusive means inhibition above about 70% without an active follow-up result;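 further: bacterial growth assessed after seven days of incubation; strong numbers were not always called active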
VEEV TC-83 Vero: inhibitors of VEEV TC-83 cytopathic effect, confirmation, Vero cells (AID 588727) | Vero cells, VEEV TC-83 cytopathic effect inhibition; higher % means a stronger effect | inhibition, % at 20 µM; hits with a dose series show IC50 in µM | 350,000 tested, 0.13% active; in the data active means a potency from the dose series; inconclusive means inhibition mostly from about 14% at the one dose, without a potency; inactive means the rest, 99 in 100 with inhibition below about 12%; further: strong numbers were not always called active
influenza NS1A: H1N1 influenza NS1A inhibitors, functional cell based assay (AID 504329) | 340,000 tested, 0.3% active | NS1A functional cell-based assay, percent inhibition; higher % means a stronger effect | inhibition, % at 12.5 µM; hits with a dose series show IC50 in µM; in the data active means a potency from the dose series; inconclusive means inhibition above about 27% without an active follow-up result; further: strong numbers were not always called active
Salmonella PhoP GFP: PhoP regulon inhibitors, Salmonella typhi PhoP promoter GFP reporter, confirmatory (AID 1850); 310,000 tested, 0.33% active; one-dose inhibition, % at 50 µM; IC50 in µM for titrated hits; Salmonella Typhi PhoP-promoter GFP reporter, fluorescence, 4 h; higher % means a stronger effect; in the data active means a potency from the dose series; inconclusive means inhibition mostly from about 25% at the one dose, without a potency; inactive means the rest, 99 in 100 with inhibition below about 19%;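 further: 0% = induced wells with vehicle and 100% = uninduced wells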
VEEV TC-83 Vero 10K pilot screen: recorded beside VEEV TC-83 Vero, whose call it bears; inhibition, %; measured here: 10K pilot screen inhibition
An asterisk follows results filed as active; i = inactive; ? = inconclusive; / = no result given; & = joins results of further samples. Compounds as they come. About 1.5% of those tested had a hit in this group.

SMILES	M. tuberculosis	M. tuberculosis HTS	VEEV TC-83 Vero	influenza NS1A	Salmonella PhoP GFP	others
COc1ccc(CNC(=O)C2CCCN(S(=O)(=O)c3c(C)nn(C)c3C)C2)cc1 (centres undefined)	-19%	-5%	0.6%	-8%	-9%
CCN(CC)c1nc2c(c(=O)n(C)c(=O)n2C)n1CC(=O)c1ccccc1	8%	-7%	i	/	-4%
Oc1ccccc1N1CCN(c2nnnn2-c2ccccc2)CC1	4%	-5%	1.3%	-6%	6%
O=C(OCCCc1cc2ccccc2c(=O)o1)c1ccc(F)cc1	51%	0%	i	-1%	/
O=C(Cn1[nH]c(=O)c2ccccc2c1=O)NC1CCN(Cc2ccccc2)CC1	8%	2%	i	0%	-10%
CC(=O)Nc1ccc(C(=O)Nc2cccc(-c3cnc4ccccc4n3)c2)cc1	/	/	1.0%	3%	/
CC(C)CC1NC(=O)N(CC(=O)Nc2cccc(Br)c2)C1=O (centres undefined)	-6%	3%	8.3%	-1%	/
CCCCCOC(=O)C(C)Sc1n[nH]c(=O)[nH]c1=O (centres undefined)	-13%	5%	i	-4%	-3%
COc1ccccc1NS(=O)(=O)c1ccc(C)c(C(=O)Nc2ccc(S(=O)(=O)Nc3onc(C)c3C)cc2)c1	/	/	0.2%	2%	/
CCOCCCNC(=O)C(NC(=O)c1ccc2c(c1)OCO2)c1ccc(OC)cc1 (centres undefined)	-1%	-13%	5.4%	-2%	-1%
CC1CN(c2nnnn2-c2ccccc2)CC(C)O1 (centres undefined)	-14%	4%	1.4%	-9%	10%
CCOc1ccccc1NC(=O)C1CCC(CNc2c(N3CCCCC3)c(=O)c2=O)CC1 (centres undefined)	-16%	-3%	0.5%	2%	9%
COc1cc(C(=O)NC(C)Cc2cccs2)cc(OC)c1OC (centres undefined)	17%	3%	0.5%	6%	2%
O=C(OC(C(=O)Nc1ccc(Cl)cc1C(F)(F)F)c1ccccc1)c1c(Cl)cccc1Cl (centres undefined)	27%	10%	0.9%	1%	-3%
CCCC(=O)Nc1nc2ccc(OCC)cc2s1	/	-3%	6.5%	0%	/
O=C(CN1CCN(S(=O)(=O)c2ccc(Br)cc2)CC1)Nc1ccccc1C(=O)c1ccccc1	-6%	8%	2.9%	11%	3%	VEEV TC-83 Vero 10K pilot screen=2.0
O=C(N/N=C1\CCc2ccccc21)c1ccccc1Cl	30%	6%	0.1%	2%	-7%
CCC(=O)Nc1nc2nc(-c3ccccc3)cc(=O)n2[nH]1	3%	-5%	8.6%	-7%	-3%
CN(/N=C/c1cccnc1)C1=NS(=O)(=O)c2ccccc21	-11%	-2%	1.7%	1%	-16%
Cc1ccc(NC(=O)COC(=O)CCC(=O)c2cccs2)cc1	/	2%	0.4%	-2%	-5%

The final 7 records of the section before open the next one.
SMILES	M. tuberculosis	M. tuberculosis HTS	VEEV TC-83 Vero	influenza NS1A	Salmonella PhoP GFP	others
O=C(OC(C(=O)Nc1ccc(Cl)cc1C(F)(F)F)c1ccccc1)c1c(Cl)cccc1Cl (centres undefined)	27%	10%	0.9%	1%	-3%
CCCC(=O)Nc1nc2ccc(OCC)cc2s1	/	-3%	6.5%	0%	/
O=C(CN1CCN(S(=O)(=O)c2ccc(Br)cc2)CC1)Nc1ccccc1C(=O)c1ccccc1	-6%	8%	2.9%	11%	3%	VEEV TC-83 Vero 10K pilot screen=2.0
O=C(N/N=C1\CCc2ccccc21)c1ccccc1Cl	30%	6%	0.1%	2%	-7%
CCC(=O)Nc1nc2nc(-c3ccccc3)cc(=O)n2[nH]1	3%	-5%	8.6%	-7%	-3%
CN(/N=C/c1cccnc1)C1=NS(=O)(=O)c2ccccc21	-11%	-2%	1.7%	1%	-16%
Cc1ccc(NC(=O)COC(=O)CCC(=O)c2cccs2)cc1	/	2%	0.4%	-2%	-5%
COc1ccc(/C=N/Nc2nnc(-c3ccccc3)c(=O)[nH]2)cc1	-12%	-2%	1.5%	-8%	5%
CCCCN1C=C(C(C)=O)C(=O)CC1	/	/	i	-7%	/
CC(=O)c1c(OC(=O)c2ccccc2)ccnc1C(F)(F)F	-5%	0%	0.6%	-6%	/
CCCNC(=O)c1ccc(N2CCC3(CC2)CC(c2cccc(Br)c2)=NO3)c(NC(=O)c2ccco2)c1	9%	?	8.4%	-1%	11%
CCOC(=O)c1ccccc1NC1OC(=O)c2ccccc21 (centres undefined)	-8%	-6%	0.4%	17%	5%
COc1ccc(-c2occ(C(=O)O)c2C(=O)O)cc1	-3%	-4%	0.9%	-5%	-3%
C=CCNC(=S)N1CCN(CCN=CC2=C(O)CC(c3cccs3)CC2=O)CC1 (centres undefined)	20%	3%	i	-4%	-7%
COc1cccc(Nc2nc(-c3sc(NC(=O)c4ccco4)nc3C)cs2)c1	9%	3%	7.4%	1%	-9%	VEEV TC-83 Vero 10K pilot screen=5.7
Cc1ccc(-n2[nH]c3c4c(ccc3c2=O)C(=O)c2ccccc2C4=O)cc1	4%	-3%	0.4%	-3%	1%
O=C(O/N=C/C1=C(Cl)c2ccccc2CC1)c1ccc(F)cc1	55%	66%	0.5%	-4%	-1%
CNS(=O)(=O)c1cc(N(C)S(=O)(=O)c2ccc(C)cc2)c(C)cc1C	1%	-6%	3.5%	-4%	10%
COc1ccc(S(=O)(=O)N(C)C)cc1NC(=O)CSc1nncs1	9%	1%	1.0%	5%	-14%
COC(=O)c1sc(NC(=O)COc2ccccc2OC)nc1C	8%	1%	0.7%	3%	-13%
CC(C)Cc1ccc(/C=C/C(=O)NC2CC2)cc1	20%	0%	2.0%	-1%	-10%
CCCc1nc(SCC(=O)NNC(=O)C2CCCCC2)c2ccccc2n1	-16%	-2%	i	-6%	-5%
CCOC(=O)C1CCCN(C(=O)c2ccc(CNc3c(N4CCC(C)CC4)c(=O)c3=O)cc2)C1 (centres undefined)	-21%	-11%	1.8%	2%	/
COCCN(C(=O)c1csnn1)C(C(=O)NC1CCCCC1)c1ccc(Cl)cc1 (centres undefined)	-6%	0%	i	9%	0%
COc1ccc(-n2c(SCc3ccccn3)nc3c(c2=O)SCC3)cc1OC	8%	-13%	i	1%	-6%
CCOC(=O)CSC1=NC(=O)/C(=C\c2ccc(OC(C)=O)cc2)S1	?	-1%	i	-1%	-3%
CC(=O)c1cccc(NS(=O)(=O)c2ccc(N/C=C\C(=O)c3ccc(C)cc3)cc2)c1	-6%	-9%	1.4%	-7%	-3%
CC(=O)N1c2ccccc2NC2=C(C(=O)CCC2)C1c1cccnc1 (centres undefined)	0%	-3%	1.3%	3%	0%
O=S(=O)(NC(=S)c1ccccc1)c1ccc(Cl)cc1	4%	2%	2.5%	-11%	8%
O=C(Cc1ccccc1)c1c[nH]c(C(=O)NCCCn2ccnc2)c1	4%	1%	/	/	14%
NNC(=O)c1cc(-c2ccco2)[nH]n1	27%	-2%	0.2%	9%	-3%
O=C(COc1ccc([N+](=O)[O-])cc1)NCC(c1cccs1)N1CCOCC1 (centres undefined)	-2%	0%	0.9%	-7%	-9%
O=C(N/N=C/c1ccc(O)cc1O)C1CC1	64%	3%	2.7%	/	2%
COc1cc(C(=O)/C=C/c2cccnc2)c([N+](=O)[O-])cc1OC	76%	5.5µM*	12%	2%	4%
CCc1ccccc1NC(=O)Cn1c(=O)n(-c2ccc(CC(=O)NCC3CCCO3)cc2)c(=O)c2ccccc21 (centres undefined)	9%	2%	1.9%	5%	8%
Cc1cc(SCC(=O)OCC(=O)N(CCC#N)c2ccccc2)nc2ccccc12	40%	3%	0.9%	-6%	0%
CC(C)CC(NC(=O)C(NC(=O)OC(C)(C)C)C(C)C)C(=O)NC(CCC(=O)OCc1ccccc1)C(N)=O (centres undefined)	-5%	-5%	1.8%	-9%	-9%
Cc1ccc(OCCn2c3ccccc3n3nc(C)c(=O)nc23)cc1	18%	-3%	0.5%	-7%	-12%
O=C(CN1CCN(C(=S)NC2CCCC2)CC1)Nc1ccc(Oc2ccccc2)cc1	53%	16%	0.6%	-3%	2%
CSc1ccc(/C=C/C(=O)c2ccc(NC(C)=O)cc2)cc1	?	?	6.8%	9%	-2%
CC(CNC(=O)COC(=O)c1cccs1)c1ccccc1 (centres undefined)	56%	-2%	0.2%	-3%	/
CC(C)c1nc(N2CCOCC2)c(C#N)c2c1COC(C)(C)C2	-2%	5%	3.6%	1%	9%
Cc1cc(C)cc(C(=O)Nn2cnnc2)c1	1%	4%	0.4%	-10%	-6%
CC(c1ccco1)N(C(=O)c1ccccc1F)c1ccccn1 (centres undefined)	2%	5%	0.0%	-1%	-7%
Fc1ccc(CNCc2ccccc2C(F)(F)F)cc1	8%	-1%	1.8%	-5%	-5%
Cc1ccc(OCCn2cc(C=O)c3ccccc32)cc1	28%	8%	0.2%	14%	3%
CCCN[C@H]1CCc2nc(N)sc2C1	1%&-8%	-5%&0%	i	-11%	2%&-6%

Part of the list above in order of length of the SMILES, high to low:
SMILES	M. tuberculosis	M. tuberculosis HTS	VEEV TC-83 Vero	influenza NS1A	Salmonella PhoP GFP	others
O=C(CN1CCN(C(=S)NC2CCCC2)CC1)Nc1ccc(Oc2ccccc2)cc1	53%	16%	0.6%	-3%	2%
O=C(Cc1ccccc1)c1c[nH]c(C(=O)NCCCn2ccnc2)c1	4%	1%	/	/	14%
NNC(=O)c1cc(-c2ccco2)[nH]n1	27%	-2%	0.2%	9%	-3%

Back to the main list with the four entries that preceded the break.
SMILES	M. tuberculosis	M. tuberculosis HTS	VEEV TC-83 Vero	influenza NS1A	Salmonella PhoP GFP	others
CC(c1ccco1)N(C(=O)c1ccccc1F)c1ccccn1 (centres undefined)	2%	5%	0.0%	-1%	-7%
Fc1ccc(CNCc2ccccc2C(F)(F)F)cc1	8%	-1%	1.8%	-5%	-5%
Cc1ccc(OCCn2cc(C=O)c3ccccc32)cc1	28%	8%	0.2%	14%	3%
CCCN[C@H]1CCc2nc(N)sc2C1	1%&-8%	-5%&0%	i	-11%	2%&-6%
CC(C)CCOC(=O)C(C)Sc1n[nH]c(=O)[nH]c1=O (centres undefined)	-5%	-4%	i	-12%	4%
CCn1c(=O)n(CC)c2cc(N3CCCC3)c(NC(=O)c3c(F)cccc3F)cc21	22%	31%	9.6%	14%	-2%
COc1ccc(Nc2ccncc2[N+](=O)[O-])cc1	14%	1%	5.4%	-7%	6%
Cc1ccc(CN2C3=NCCCN3c3ccccc32)cc1	24%	6%	1.5%	-2%	8%
Cc1ccccc1NC(=O)c1nnn(-c2ccc3c(c2)OCCO3)c1N	13%	5%	0.3%	9%	7%
CCOC(=O)/C(=N\Nc1ccccc1)N1CC1	21%	?	i	1%	14%

Bioassay records deposited in PubChem by Southern Research Specialized Biocontainment Screening Center.
